KCNH2 WT inh: qHTS for Inhibitors of KCHN2 3.1: Wildtype qHTS; 0.37% of 340,000 active; AID 720551, 2013; activity change, % at 1.84 µM; U2OS, BacMam KCNH2, thallium flux FluxOr; stronger effect = lower value; Voltage-gated inwardly rectifying potassium channel KCNH2 (Homo sapiens), Q12809;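 active means maximum activity change below -70%; inconclusive means maximum activity change between -70% and -50%; inactive means maximum activity change above -50%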
Target sequence (Q12809 whole entry, looked up): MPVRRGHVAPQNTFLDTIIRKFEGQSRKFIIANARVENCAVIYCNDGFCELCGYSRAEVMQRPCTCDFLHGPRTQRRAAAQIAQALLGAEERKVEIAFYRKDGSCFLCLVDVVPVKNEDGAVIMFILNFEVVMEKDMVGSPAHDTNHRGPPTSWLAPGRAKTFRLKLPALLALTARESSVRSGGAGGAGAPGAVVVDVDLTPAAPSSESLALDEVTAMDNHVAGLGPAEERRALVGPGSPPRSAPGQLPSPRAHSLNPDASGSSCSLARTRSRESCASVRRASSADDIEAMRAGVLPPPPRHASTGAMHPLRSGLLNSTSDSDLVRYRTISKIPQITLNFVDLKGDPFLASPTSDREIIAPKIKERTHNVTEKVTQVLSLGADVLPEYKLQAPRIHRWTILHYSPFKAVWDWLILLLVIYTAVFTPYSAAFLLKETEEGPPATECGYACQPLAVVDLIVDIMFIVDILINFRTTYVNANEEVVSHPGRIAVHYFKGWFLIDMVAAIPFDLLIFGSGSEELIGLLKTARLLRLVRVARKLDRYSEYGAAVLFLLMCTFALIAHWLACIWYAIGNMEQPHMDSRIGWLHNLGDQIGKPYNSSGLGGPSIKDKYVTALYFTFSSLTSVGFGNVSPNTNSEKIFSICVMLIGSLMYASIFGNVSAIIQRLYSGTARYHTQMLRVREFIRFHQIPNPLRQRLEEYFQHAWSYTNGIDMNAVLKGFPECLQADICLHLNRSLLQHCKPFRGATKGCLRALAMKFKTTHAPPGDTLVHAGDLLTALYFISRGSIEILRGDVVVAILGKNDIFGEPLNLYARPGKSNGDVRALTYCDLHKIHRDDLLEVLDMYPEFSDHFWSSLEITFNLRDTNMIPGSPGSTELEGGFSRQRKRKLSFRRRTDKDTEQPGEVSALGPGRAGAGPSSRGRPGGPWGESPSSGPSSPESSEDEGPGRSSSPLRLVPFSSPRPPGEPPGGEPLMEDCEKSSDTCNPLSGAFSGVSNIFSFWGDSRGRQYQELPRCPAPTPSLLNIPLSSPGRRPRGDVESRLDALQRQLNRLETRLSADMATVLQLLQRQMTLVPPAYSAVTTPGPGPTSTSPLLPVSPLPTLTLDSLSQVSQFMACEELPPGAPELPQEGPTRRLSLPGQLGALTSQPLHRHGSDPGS
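U2OS cells transduced with wild-type KCNH2 virus are loaded with FluxOr dye for 45 min, and thallium flux is measured in kinetic reads before and after stimulation buffer. Rate constants are normalized to DMSO controls.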
KCNH2 3.1 inh: qHTS for Inhibitors of KCHN2 3.1: Mutant qHTS. Potassium voltage-gated channel subfamily H member 2, brain isoform KCNH2 3.1 (human). U2OS KCNH2 3.1, thallium flux FluxOr; stronger effect = lower value. activity change, % (tested at about 1.8 µM). 0.95% of 340,000 active;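 active means maximum activity change below -70%; inconclusive means maximum activity change from -70% to -50%; inactive means maximum activity change above -50%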;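 further: thallium influx rate constant from kinetic fluorescence after stimulation buffer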
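Steps: virus added to U2OS suspension (4 h, RT, dark); medium with 10% FBS added, cells plated, 37 C overnight; FluxOr/Red40 loading buffer 45 min RT; stimulation buffer, 2 min kinetic read; rate constant normalized.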
Active calls of the source: *; u = inconclusive. On the % scale 0 is the no-effect control and ±100 the full control effect. This is a subset; rates above refer to the full screens.

SMILES	KCNH2 WT inh	KCNH2 3.1 inh
CCOC(=O)CNC(=O)N1C[C@H]2CON(C)[C@H]2C[C@H]1c1ccccc1Br	-0.8	9.9
O=C(COC(=O)c1ccc(S(=O)(=O)N2CCOCC2)cc1)NCc1ccco1	8.3	-4.9
COc1ccc(Cl)cc1Nc1cc(C)nc2ncnn12	1.0	1.4
COc1ccccc1N1CCN(c2ccc3c(c2)S(=O)(=O)c2cccc(C(=O)NCC4CC4)c2C3=O)CC1	-3.7	-5.6
C[C@@H]1CCCCO[C@@H](CN(C)C(=O)c2ccncc2)[C@@H](C)CN([C@H](C)CO)C(=O)c2cc(NC(=O)Cc3ccccc3)ccc2O1	-2.8	24.9
Cc1ccccc1C(=O)NC1CC2CCCC(C1)N2CC(C)C (stereo not given)	-2.3	-2.3
CSc1ncnc2c1ncn2CCCN1CCN(c2ncccn2)CC1	0.6	-1.2
Cc1cc2c(cc1C)C(=O)CCC2	-8.9	11.9
Cc1cc(C(=O)N2CCCC(N3CCN(c4ccccc4C)CC3)C2)no1 (stereo not given)	5.4	-8.9
CN1C(=O)[C@H]2[C@@H](c3ccccc3)N[C@]3(CCCN(Cc4ccco4)C3=O)[C@H]2C1=O	-3.2	-2.1
NC(=S)NN=C1CSSC1	6.1	14.7
O=[N+]([O-])c1ccc(-c2nc(Cl)c3c(n2)CCCC3)o1	-13.1	3.1
N#Cc1ccc(CN2CCN(C(=O)C3CC(=O)N(c4ccc5c(c4)OCCO5)C3)CC2)cc1 (stereo not given)	2.5	-2.0
COc1ccc(CC(=O)O/N=C(\N)c2ccncc2)cc1OC	1.4	19.2
O=S(=O)(Nc1ccccc1Br)c1cccc2cccnc12	-0.5	4.4
CCOc1cc2[nH]c(=S)n(CCC(=O)NC3CCCCC3)c(=O)c2cc1OCC	-8.4	0.1
CC1=C(C(=O)N(C(C)C)C(C)C)CC(CC(=O)NCCN2CCOCC2)C(=O)N1Cc1ccccc1 (stereo not given)	-2.9	9.6
O=C(c1cc(COc2cccc(C(F)(F)F)c2)on1)N1CCCC1	-3.0	5.1
COc1ccc2nc3n(c(=O)c2c1)-c1ncccc1C(=O)NC3Cc1ccccc1 (stereo not given)	-10.6	-12.3
COc1ccc(/C=C(/NC(=O)c2ccco2)C(=O)NCc2ccco2)cc1	-16.8	1.3

Random excerpt: 2 compounds from above.
SMILES	KCNH2 WT inh	KCNH2 3.1 inh
COc1ccc(Cl)cc1Nc1cc(C)nc2ncnn12	1.0	1.4
CCOc1cc2[nH]c(=S)n(CCC(=O)NC3CCCCC3)c(=O)c2cc1OCC	-8.4	0.1

Ordered by heavy-atom count (smallest number first): 14 of the compounds above.
SMILES	KCNH2 WT inh	KCNH2 3.1 inh
NC(=S)NN=C1CSSC1	6.1	14.7
Cc1cc2c(cc1C)C(=O)CCC2	-8.9	11.9
COc1ccc(Cl)cc1Nc1cc(C)nc2ncnn12	1.0	1.4
O=S(=O)(Nc1ccccc1Br)c1cccc2cccnc12	-0.5	4.4
Cc1ccccc1C(=O)NC1CC2CCCC(C1)N2CC(C)C (stereo not given)	-2.3	-2.3
O=C(c1cc(COc2cccc(C(F)(F)F)c2)on1)N1CCCC1	-3.0	5.1
CSc1ncnc2c1ncn2CCCN1CCN(c2ncccn2)CC1	0.6	-1.2
COc1ccc(/C=C(/NC(=O)c2ccco2)C(=O)NCc2ccco2)cc1	-16.8	1.3
CN1C(=O)[C@H]2[C@@H](c3ccccc3)N[C@]3(CCCN(Cc4ccco4)C3=O)[C@H]2C1=O	-3.2	-2.1
COc1ccc2nc3n(c(=O)c2c1)-c1ncccc1C(=O)NC3Cc1ccccc1 (stereo not given)	-10.6	-12.3
N#Cc1ccc(CN2CCN(C(=O)C3CC(=O)N(c4ccc5c(c4)OCCO5)C3)CC2)cc1 (stereo not given)	2.5	-2.0
CC1=C(C(=O)N(C(C)C)C(C)C)CC(CC(=O)NCCN2CCOCC2)C(=O)N1Cc1ccccc1 (stereo not given)	-2.9	9.6
COc1ccccc1N1CCN(c2ccc3c(c2)S(=O)(=O)c2cccc(C(=O)NCC4CC4)c2C3=O)CC1	-3.7	-5.6
C[C@@H]1CCCCO[C@@H](CN(C)C(=O)c2ccncc2)[C@@H](C)CN([C@H](C)CO)C(=O)c2cc(NC(=O)Cc3ccccc3)ccc2O1	-2.8	24.9

More entries
SMILES	KCNH2 WT inh	KCNH2 3.1 inh
Cc1ccc(-c2ccc(CN3C(C)C(=O)N(Cc4cn(CCC5OCCO5)nn4)CCS3(=O)=O)cc2)cc1 (stereo not given)	-11.8	-11.6
COc1ccc(CN2C(=O)C(CC(=O)NCCCCc3ccccc3)CC(C(=O)N3CCOCC3)=C2C)cc1 (stereo not given)	-15.8	-14.3
S=C1SC2(CCCCCC2)NC2=C1CCCCC2	3.2	7.1
COc1ccc(C(=O)Oc2ccc(C)cc2)cc1S(=O)(=O)N1CCOCC1	3.9	18.0
O=C(NCCS(=O)(=O)N1CCN(c2ccccc2)CC1)c1cc(=O)c2ccccc2o1	14.0	5.4
CC(CO)NS(=O)(=O)c1cc(Cl)ccc1F (stereo not given)	-0.5	-3.7
Cc1noc(C)c1NC(=O)N(C)C[C@@H]1OCc2cnnn2CCCC(=O)N([C@H](C)CO)C[C@@H]1C	-2.4	15.2
O=C1NC(Cc2ccc(O)cc2)c2nc3cc(Cl)ccc3c(=O)n2-c2cc3ccccc3cc21 (stereo not given)	-1.9	-7.6
Nc1cc(=O)c2[nH]cnc2[nH]1	-12.9	4.5
C[C@H](O)[C@@H]1CN2CCc3c([nH]c4ccc(-c5ccc6c(c5)OCO6)cc34)[C@@H]2C[C@@H]1N(C)C(=O)NC1CCCCC1	u	-2.4
Cc1ccc(C(=O)NCC(=O)N2CCN(c3ccccc3O)CC2)s1	-20.1	-48.0
CCCCCCn1c(=O)n2n(c1=O)C[C@]1(OC(=O)Nc3cccs3)CN(S(=O)(=O)c3ccc(C)cc3)C[C@]1(O)C2	-6.3	9.6
O=C(COC(=O)c1cnccn1)NCc1ccccc1Cl	-0.1	5.6
Cc1ccccc1C(=O)OCC(=O)Nc1cccc(S(=O)(=O)N2CCCCC2)c1	-0.5	-4.3
CCc1ccccc1NC(=O)C1CCN(S(=O)(=O)c2ccc(N3CCCC3=O)cc2)CC1	0.5	0.6
CNC(=O)C[C@H]1C(=O)N(C2CCCCC2)C[C@@H]1C	-5.1	-4.6
C[C@H](CO)N1C[C@H](C)[C@@H](CN(C)C(=O)c2cc(-c3ccccc3)on2)OCc2cn(nn2)CCCC1=O	3.4	-1.3
Cc1ccc(S(=O)(=O)N2C[C@]3(O)C[C@@H]4C(=O)N(c5ccccc5)C(=O)[C@@H]4C[C@]3(OC(=O)NC3CCCC3)C2)cc1	3.1	-1.3
O=C(NCc1nnnn1-c1ccc(Cl)cc1)c1ccc2c(c1)OCO2	-76.9*	-10.1
COc1ccc(C(CNC(=O)c2ccc(OCc3csc(C)n3)cc2)N2CCCC2)cc1 (stereo not given)	-7.7	-2.8
Nc1ccccc1-c1nc2ccncc2[nH]1	1.8	-2.0
COc1cc(-c2ccc3cc(OC)c(OC)c(OC)c3c2)cc(OC)c1OC	-4.0	0.8
CCCCCC(=O)N1C[C@@H](n2cc(COC(=O)c3ccccc3)nn2)[C@H](O)C[C@@H]1c1ccccc1	5.0	1.2
CCCNC(=O)N(C)C[C@@H]1Oc2cc(Br)ccc2S(=O)(=O)N([C@@H](C)CO)C[C@H]1C	6.3	14.4
O=C(NC1CCCCC1)c1ccc2ccccc2c1	5.6	-0.6
COc1ccccc1C(=O)NNC(=O)c1cc2ccccc2cc1O	15.3	-4.2
Cc1cc(-c2ccc(S(=O)(=O)NCc3ccc(Cl)cc3)cc2)on1	0.4	-4.0
CCN(CC)C(=O)C1=C(C)N(Cc2ccc(C(C)(C)C)cc2)C(=O)C(CC(=O)NCc2cccc3ccccc23)C1 (stereo not given)	-4.4	-13.1
C[C@H]1CN([C@@H](C)CO)C(=O)CCCn2nncc2CO[C@@H]1CN(C)C(=O)Nc1ccnc(N2CCOCC2)c1	24.4	8.0
CCN(CC)C(=O)C1=C(C)N(Cc2ccccc2)C(=O)C(CC(=O)NCC2CCCCC2)C1 (stereo not given)	-10.2	-2.5
Nc1ccn([C@@H]2O[C@H](CNCc3ccc(N4CCNCC4)cc3)[C@@H](O)[C@H]2O)c(=O)n1	7.3	-4.2
N=c1ncn(C2OC(CO)C(O)C2O)c2nc(Br)[nH]c12 (stereo not given)	-227.8*	-167.9*
COC(=O)[C@H]1C[C@@]2(O)CN(S(=O)(=O)c3ccc(C)cc3)C[C@@]2(OC(=O)NC2CCCC2)C[C@H]1C(=O)OC	2.9	6.7
CC(=O)c1ccc(Nc2nc(-c3sc(C)nc3C)cs2)cc1	-133.5*	5.4
Cc1ccc(C2NC(=S)N3C(c4ccc(C)cc4)NC(=S)N23)cc1 (stereo not given)	0.9	2.5
O=C(COc1ccc(Br)cc1)N(Cc1nnc(-c2ccccc2Cl)o1)C1CC1	17.6	5.0
CCN(CC)C(=O)C1=C(C)N(Cc2ccc(C(C)(C)C)cc2)C(=O)C(CC(=O)NCc2cccs2)C1 (stereo not given)	0.0	-8.3
O=[N+]([O-])c1ccc(/C=N\N2CCN(Cc3ccccc3Cl)CC2)cc1	29.5	-9.1
COc1ccc(N2CCN(C(=O)c3ccc4c(c3)NC(=O)C(CSCc3ccccc3F)N4)CC2)cc1 (stereo not given)	-7.1	5.4
C#CCN(C[C@@H]1[C@@H](OC(=O)NCc2ccco2)[C@@H](OC(=O)NCc2ccco2)CN(C(=O)OC(C)C)N1C(=O)OC(C)C)S(=O)(=O)c1ccc(C)cc1	-4.2	-13.4
Cc1ccc(S(=O)(=O)N2C[C@H]3C(=O)C[C@@H](c4cccc(Cl)c4)N(S(=O)(=O)c4ccc(C)cc4)[C@H]3C[C@H]2c2cccc(Cl)c2)cc1	-1.9	3.3
Cc1ccccc1-c1nc2ccccc2c(=O)o1	16.3	18.8
COc1ccc(S(=O)(=O)N2CCCC2CNC(=O)C(=O)NC2CCCC2)cc1 (stereo not given)	21.1	9.8
N#Cc1ncn(C2OC(CO)C(O)C2O)c1N (stereo not given)	-10.6	16.0
Cc1ccc(S(=O)(=O)N2CCN(C(=O)c3ccc(-n4cncn4)c([N+](=O)[O-])c3)CC2)c(C)c1	20.6	-11.5
CNC(=O)c1ccc2cc(OC)c(OC)cc2c1	0.3	-1.0
CCOc1ccccc1C(=O)NCC(=O)NNC(=O)c1csc(N2CCOCC2)n1	-7.8	-4.0
Cc1ccc(C(C)C)cc1-n1nnc(-c2cccc(Cc3ccc4ccccc4c3)c2)c1C(C)O (stereo not given)	1.5	10.2
COc1cc(/C=C/C(=O)Nc2ccc(S(=O)(=O)Nc3onc(C)c3C)cc2)cc(OC)c1OC	-7.6	15.9
COc1ccc(C(CNC(=O)CNC(=O)c2cccc(F)c2)N2CCOCC2)cc1 (stereo not given)	10.4	-27.5
Cc1cc(OCC(=O)OCC(=O)N2CCCc3ccccc32)ccc1Cl	-2.2	-6.2
CC1C(=O)N(Cc2cn(CCC3OCCCO3)nn2)CCS(=O)(=O)N1Cc1ccc(-c2ccc(Cl)c(Cl)c2)cc1 (stereo not given)	-4.7	-6.9
Nc1cc(C(=O)N2CCN(c3cccc(Cl)c3)CC2)ccc1N1CC2CC(C1)c1cccc(=O)n1C2 (stereo not given)	-0.2	-7.1
CC#CCOCC1CNC(=O)O1 (stereo not given)	3.9	11.2
COc1ccccc1CNC(=O)COC(=O)CCN1C(=O)C2CC=CCC2C1=O (stereo not given)	8.1	13.3
COC(=O)c1c(NC(=O)c2ccc(S(=O)(=O)N3CC(C)OC(C)C3)cc2)sc2c1CCN(C)C2 (stereo not given)	0.5	7.0
Cc1ccc(F)cc1NC(=O)C1CC(=O)N(Cc2ccccc2)C1 (stereo not given)	8.6	0.4
COc1ccccc1N1CCN(C(=O)CCCCCn2c(=S)[nH]c3cc4c(cc3c2=O)OCO4)CC1	-17.3	6.3
O=C(c1ncn2c1c(=O)[nH]c1ccccc12)N1CCc2ccccc2C1	4.7	-7.3
COc1ccc(NC(=O)CSc2nnc3n2CCCCC3)cc1S(=O)(=O)N(C)C	-2.1	5.3

Next part.
SMILES	KCNH2 WT inh	KCNH2 3.1 inh
Cc1ccc(S(=O)(=O)N2C[C@H]3C(=O)C[C@@H](c4ccc(Cl)cc4)N(S(=O)(=O)c4ccccc4C)[C@H]3C[C@H]2c2ccc(Cl)cc2)cc1	1.1	-1.9
N#CC(=C1C=C(Br)C(=NO)C=C1Cl)c1cccc2ccccc12	-8.4	-45.3
C[C@@H]1CN([C@H](C)CO)C(=O)CCCn2nncc2CO[C@H]1CN(C)Cc1ccc(-c2ccccc2)cc1	7.8	2.6
Cc1ncc(C(O)c2ccccc2)n1Cc1ccccc1 (stereo not given)	3.7	19.6
N=C1CCCC1C(=S)SCCC(N)=O (stereo not given)	17.0	9.5
CC1=C(C(=O)N(C)C)CC(CC(=O)NCCCCc2ccccc2)C(=O)N1Cc1ccccc1 (stereo not given)	-7.9	8.6
C[C@H]1CN([C@@H](C)CO)C(=O)c2cc(Br)cnc2O[C@H]1CN(C)C(=O)c1cccnc1	-8.7	29.7
Cc1cc(C)cc(NC(=O)COC(=O)C2CC3C=CC2C3)c1 (stereo not given)	0.7	7.5
CCCC(CNC(C)=O)(C1=CCCCC1)c1ccccc1 (stereo not given)	5.2	-16.4
C[C@@H]1CN([C@@H](C)CO)C(=O)c2cc(Br)cnc2O[C@H]1CN(C)Cc1ccccc1C(=O)O	16.5	2.5
CNC[C@@H]1OCc2cnnn2CCCC(=O)N([C@H](C)CO)C[C@H]1C	-3.4	1.8

Screening results from PubChem BioAssay.
